HepG2 viability: kills HepG2 cells in TGF-b inhibitor counter-screen; 410,000 tested, 0.76% active; Potency, µM (highest dose often 46.1 µM), for inactives: at the highest dose activity change, negative = cytotoxicity, usual class: cytotoxic; AID 588856; HepG2 CAGA-GFP viability, ATP luminescence, 18 h; further: some results filed as inactive show a strong effect at the top dose
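CellTiter-Glo luminescence gave cytotoxicity after 18 hours at 37 degrees C. The cells were HepG2 CAGA-GFP in 1% FBS DMEM, stimulated with 500 pg/mL TGF-beta after compound addition. %Activity was normalised to no-cell wells (complete cell-killing) and DMSO (no toxicity), and curves were fitted and classified.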
EPAC2 antag: EPAC2 (human) antagonism. Q8WZA2. EPAC2 GEF exchange of Rap1B-BODIPY-GDP, fluorescence. Potency, µM (highest dose often 114 µM), for the others: at the top dose activity, negative = inhibition, hits mostly inhibitors. 360,000 tested, 0.18% active. AID 720708; further: on the % scale 0 is the no-effect control and ±100 the full control effect; nearly all actives have a fitted effect of over 45% in size; many of its hits are not listed in these tables
Target sequence (Q8WZA2 whole entry, looked up): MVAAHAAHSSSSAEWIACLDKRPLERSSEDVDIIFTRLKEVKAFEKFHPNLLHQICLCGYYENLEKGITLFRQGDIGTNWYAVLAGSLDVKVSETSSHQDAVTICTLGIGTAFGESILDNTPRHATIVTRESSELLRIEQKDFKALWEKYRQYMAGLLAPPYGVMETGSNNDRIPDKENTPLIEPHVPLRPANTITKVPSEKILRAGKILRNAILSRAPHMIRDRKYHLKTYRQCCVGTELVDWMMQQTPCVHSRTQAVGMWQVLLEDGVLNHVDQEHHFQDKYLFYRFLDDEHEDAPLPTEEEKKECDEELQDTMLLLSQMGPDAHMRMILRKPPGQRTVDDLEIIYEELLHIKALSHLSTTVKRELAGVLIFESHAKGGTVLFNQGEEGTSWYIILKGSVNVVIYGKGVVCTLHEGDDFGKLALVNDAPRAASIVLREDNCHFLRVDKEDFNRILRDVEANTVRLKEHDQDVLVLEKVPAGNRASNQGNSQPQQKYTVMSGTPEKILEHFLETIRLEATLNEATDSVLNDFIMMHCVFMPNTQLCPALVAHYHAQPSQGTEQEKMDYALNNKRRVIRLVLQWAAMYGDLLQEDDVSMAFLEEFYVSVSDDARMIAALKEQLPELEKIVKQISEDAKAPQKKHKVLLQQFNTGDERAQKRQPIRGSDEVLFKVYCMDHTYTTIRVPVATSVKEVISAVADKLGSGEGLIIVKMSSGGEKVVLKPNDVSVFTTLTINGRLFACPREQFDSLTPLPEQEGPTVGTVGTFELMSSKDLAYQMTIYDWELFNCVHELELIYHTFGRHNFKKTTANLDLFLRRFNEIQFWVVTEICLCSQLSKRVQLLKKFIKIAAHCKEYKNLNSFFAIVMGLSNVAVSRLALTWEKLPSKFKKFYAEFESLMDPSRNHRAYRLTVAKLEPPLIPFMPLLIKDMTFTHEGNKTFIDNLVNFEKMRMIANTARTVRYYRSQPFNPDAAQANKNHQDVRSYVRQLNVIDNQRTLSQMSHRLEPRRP
TGFb inhibitor: blocks TGF-b signaling | HepG2 CAGA-GFP TGF-b/SMAD3 reporter, GFP fluorescence, 18 h; TGF-beta stimulated, 500 pg/mL final | Potency, µM (doses to about 46.1 µM), for the others: top-dose activity, negative = inhibition, hits mostly inhibitors | 410,000 tested, 1.2% active | AID 588855; further: on the % scale 0 is the no-effect control and ±100 the full control effect; nearly all actives have a fitted effect of over 65% in size
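TGF-beta reporter screen: HEPG2 CAGA-GFP, 1% FBS, 500 pg/mL TGF-beta final, 18 h; per-cell GFP summed per well; curves fitted and categorized by class.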
Nrf2 ARE act: activators of Nrf2 (ARE) signaling | AREc32 ARE-luciferase reporter (MCF7-derived line), luminescence, 24 h | Potency, µM (highest dose often 46.1 µM), for inactives: at the highest dose activation, hits mostly activators | 410,000 tested, 0.31% active | AID 624171; further: % of control where 0% means no effect; nearly all actives have a fitted effect of over 65% in size
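Steps: seed AREc32_Fluc cells (1000/well, 5% FBS OPTI-MEM); incubate overnight at 37 deg C; add 23 nL compound; incubate 24 hr; add Steady-Glo; hold 30 min RT; read luminescence.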
A549 viability: counter-screen for Nrf2 inhibitors: cytotoxicity in A549 cells; A549 ARE-Fluc cells, CellTiter-Fluor viability, 18-24 h; Potency, µM (highest dose often 46 µM), for inactives: at the top dose activity change, negative = cytotoxicity, most hits filed as inhibitors; 390,000 tested, 0.16% active; further: on the % scale 0 is the no-effect control and ±100 the full control effect
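A549 ARE-Fluc cells in 5% FBS OPTI-MEM, 5000 cells/well, rested 2 h then exposed to compounds in concentration-response for 18-24 h at 37 °C. Viability by CellTiter-Fluor fluorescence (Ex 405/Em 525) after 30 min; luciferase luminescence (BugLite, 15 min, RT) read afterwards.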
Nrf2 block: inhibitors of Nrf2 signaling; A549 ARE-Fluc reporter, luciferase luminescence, 18-24 h; AID 504444; Potency, µM (doses to about 46 µM), for inactives: at the highest dose activity change, negative = inhibition, usual class: inhibitors; 360,000 tested, 2.1% active; further: on the % scale 0 is the no-effect control and ±100 the full control effect; nearly all actives have a fitted effect of over 60% in size
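A549 ARE_Fluc cells, 5000/well, 5% FBS OPTI-MEM; compounds in dose-response, 18-24 h at 37 °C/5% CO2; CellTiter-Fluor viability read (Ex 405/Em 525), then BugLite luciferase luminescence = Nrf2 activity.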
MCF10A rerep: DNA re-replication induction in MCF 10a cells; MCF 10A DNA re-replication, Hoechst nuclear intensity, 48 h; Potency, µM (highest dose often 46.1 µM), inactives show at the highest dose activity, positive = re-replication, hits mostly activators; 350,000 tested, 2.9% active; AID 624296; further: % of control where 0% means no effect; nearly all actives have a fitted effect of over 50% in size
S2 tox: reduces viability in counter-screen for ATXN expression inhibitors. S2 cells (HEK-293 line with an ATXN2-luciferase reporter) viability, CellTiter-Fluor protease fluorescence, 24 h. 400,000 tested, 0.49% active. Potency, µM (highest dose often 56.7 µM), usual class: cytotoxic; further: nearly all actives have a fitted effect of over 40% in size
ATXN2 expr inh: inhibitors of ATXN2 expression; 360,000 tested, 0.72% active; HEK-293 ATXN2-luciferase reporter, luminescence, 24 h; Potency, µM (series often up to 57 µM), for the others: at the top dose activity change, negative = inhibition, most hits filed as inhibitors; further: on the % scale 0 is the no-effect control and ±100 the full control effect; nearly all actives have a fitted effect of over 55% in size
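ATXN2-luciferase reporter cells (luciferase flanked by upstream and downstream ATXN2 gene portions) were treated 24 h at 37 °C with compounds at up to 57 uM. SteadyGlo luminescence gave expression; GF-AFC fluorescence gave viability.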
Active calls of the source: *; i = inactive; ? = inconclusive; / = no result given; & = joins results of further samples; [ ] = dose if it differs, or a comment. The call rests on the fitted dose curve; in most records, active means well fitted curve in the direction sought with a large enough effect; inconclusive means small, poorly fitted or top-dose-only effect, or another doubt; inactive means no such curve, though single readings can be large; an effect the other way counts as inactive or inconclusive. Potency means the concentration at half of the fitted maximal effect.

Every second line gives: Nrf2 block	Nrf2 ARE act	HepG2 viability	TGFb inhibitor	EPAC2 antag	MCF10A rerep	ATXN2 expr inh	S2 tox	A549 viability
> O=P1(O)C=C(c2ccccc2)OC(c2ccccc2)=C1
    25%	4.6%	-4%	18%	4%	?	54%[activator]	i	-1%
> CCCCc1ccc(Nc2nc(N3CCOCC3)nc(N3CCOCC3)n2)cc1
    -25%	-0.3%	-1%	-1%	2%	?	-15%	i	2%
> COc1ccc(S(=O)(=O)N2CCN(Cc3ccco3)CC2)cc1
    5%	-0.6%	-10%	8%	3%	-1%	-8%	?	-9%
> C/C(=N\NC(=O)CNc1cccc(C(F)(F)F)c1)c1cccs1
    -6%	1.6%	-2%	2%	-14%	-5%	6%	i	-5%
> NC(=O)c1ccc(-n2nnnc2Oc2ccc(Br)cc2)cc1
    5%	24%	-26%	2%	-1%	-4%	-11%	i	-3%
> C/C(=N\NC(=O)c1c(Br)cnn1C)c1ccc(NC(=O)c2ccc(F)cc2)cc1
    ?	-0.6%	2%	4%	4%	2%	8%	?	?
> Cc1cccc(NC(=O)c2ccc(Cl)c(NC(=O)c3ccncc3)c2)c1C
    -24%	0.2%	5%	-22%	-2%	-2%	-3%	i	-5%
> O=C1C(Cl)=C(NCCN2CCCCC2)C(=O)c2ccccc21
    ?	-2.9%	-92%	1.6µM*	13%	?	14µM*	20µM*	?
> O=C(Nc1ccc2c(c1)OCO2)Nc1ccc(Cl)cc1Cl
    7%	2.8%	-3%	-12%	-5%	8%	/	/	-14%
> O=C(N=C1SCC(=O)N1c1ccccc1Cl)c1ccco1
    /	?	-14%	29%	8%	-7%	54%[activator]	i	-1%
> CC(C)=Nc1ccccc1C1COC(=O)C1=N (configuration not stated)
    7%	-0.5%	9%	-3%	21%	-70%[inhibitor]	-6%	i	-5%
> CN(Cc1ccccc1F)c1nc(-c2cccs2)nc2ccccc12
    -15%	4.8%	1%	-3%	?	13µM*	-7%	i	0%
> COc1ccc(CCn2c(=O)[nH]c3cc(C(=O)NCCCN4CCOCC4)ccc3c2=O)cc1OC
    -18%	0.1%	1%	1%	2%	7%	1%	i	-3%
> CCCN(C(=O)c1cc(S(=O)(=O)N2CCN(CC)CC2)ccc1Cl)C1CCS(=O)(=O)C1 (configuration not stated)
    16%	-0.4%	-2%	0%	7%	-5%	8%	i	14%
> CCOC(=O)C(C)n1cnc2c(nnn2-c2ccccc2)c1=O (configuration not stated)
    0%	0.3%	3%	-1%	15%	9%	8%	i	-3%

Arranged by the number under TGFb inhibitor (ascending): some entries from above.
molecule	TGFb inhibitor
O=C(Nc1ccc2c(c1)OCO2)Nc1ccc(Cl)cc1Cl	-12%
CN(Cc1ccccc1F)c1nc(-c2cccs2)nc2ccccc12	-3%
CCCCc1ccc(Nc2nc(N3CCOCC3)nc(N3CCOCC3)n2)cc1	-1%
NC(=O)c1ccc(-n2nnnc2Oc2ccc(Br)cc2)cc1	2%
C/C(=N\NC(=O)c1c(Br)cnn1C)c1ccc(NC(=O)c2ccc(F)cc2)cc1	4%
O=C(N=C1SCC(=O)N1c1ccccc1Cl)c1ccco1	29%

Later entries
Every second line gives: Nrf2 block	Nrf2 ARE act	HepG2 viability	TGFb inhibitor	EPAC2 antag	MCF10A rerep	ATXN2 expr inh	S2 tox	A549 viability
> CS(=O)(=O)N(CC(=O)Nc1ccc(F)c(F)c1)c1cccc([N+](=O)[O-])c1
    -6%	0.0%	8%	-2%	-1%	-7%	-3%	i	-5%
> CCN(CCn1cccn1)C(=O)CCc1nnc(-c2ccccc2)o1
    ?	-0.5%	6%	7%	-2%	-7%	52%[activator]	i	-3%
> Cc1ccccc1NC(=O)C1CCCN(S(=O)(=O)c2ccc(-n3cnnn3)cc2)C1 (configuration not stated)
    -2%	0.3%	-6%	-4%	2%	-13%	-2%	i	-1%
> CC(=O)c1cccc(OCC(=O)Nc2cccc(C(=O)Nc3c(C)n(C)n(-c4ccccc4)c3=O)c2)c1
    -6%	-0.1%	-17%	3%	2%	15%	30%	i	6%
> Cc1cc(C)c(C#N)c(Sc2ccccc2N)n1
    ?	5.8%	-14%	-2%	5%	-4%	-37%	i	5%
> CN(C(=O)CSc1nc2c(c(=O)[nH]1)CCCC2)C1CCCCC1
    /	-0.1%	4%	-22%	0%	?	23%	i	0%
> Oc1c(C(c2ccccc2)N2CCN(c3cccc(Cl)c3)CC2)sc2nc(-c3ccco3)nn12 (configuration not stated)
    /	-0.1%	-89%	?	/	/	/	/	-5%
> Cc1ccc(N2C(=O)C(Cl)=C(NCc3ccccc3)C2=O)c(C)c1
    -2%	2.8%	2%	-2%	-1%	2%	5%	i	-3%
> CSCCC(NS(=O)(=O)c1ccc(C)cc1)C(=O)NCCc1c[nH]c2ccccc12 (configuration not stated)
    1%	0.4%	-2%	0%	-2%	3%	1%	i	-2%
> CCCCNC(=O)C1(C)CCCCN1C(=O)c1c(Cl)cccc1Cl (configuration not stated)
    /	0.3%	4%	-4%	-5%	/	5%	i	/
> Cc1ccc(C23CC4CC(CC(C(=O)OCC(=O)N(C)C)(C4)C2)C3)cc1
    2%	0.4%	-1%	-18%	-23%	1%	3%	i	2%
> CCN(CC(=O)NCc1ccc(Cl)cc1)C(=O)/C=C/c1ccco1
    -1%	11%	-9%	17%	3%	14%	-3%	i	-6%
> O=C(CSc1nnc(COc2ccc(Cl)cc2)o1)Nc1ccccc1
    ?	0.2%	-1%	-10%	/	/	4%	i	?
> CN1CC(=O)N2[C@H](c3ccc4c(c3)OCO4)c3[nH]c4ccccc4c3C[C@@H]2C1=O
    -4%	0.5%	1%	1%	0%	1%	1%&5%	i	-15%
> CCc1nnc(NS(=O)(=O)c2ccc(NC(=O)c3ccccc3O)cc2)s1
    14%	-0.4%	0%	4%	9%	0%	-1%	i	0%

Reformatted: entries from further up.
CC(=O)c1cccc(OCC(=O)Nc2cccc(C(=O)Nc3c(C)n(C)n(-c4ccccc4)c3=O)c2)c1
  Nrf2 block: -6% | Nrf2 ARE act: -0.1% | HepG2 viability: -17% | TGFb inhibitor: 3% | EPAC2 antag: 2% | MCF10A rerep: 15% | ATXN2 expr inh: 30% | S2 tox: i | A549 viability: 6%
CSCCC(NS(=O)(=O)c1ccc(C)cc1)C(=O)NCCc1c[nH]c2ccccc12 (configuration not stated)
  Nrf2 block: 1% | Nrf2 ARE act: 0.4% | HepG2 viability: -2% | TGFb inhibitor: 0% | EPAC2 antag: -2% | MCF10A rerep: 3% | ATXN2 expr inh: 1% | S2 tox: i | A549 viability: -2%

(further entries)
Every second line gives: Nrf2 block	Nrf2 ARE act	HepG2 viability	TGFb inhibitor	EPAC2 antag	MCF10A rerep	ATXN2 expr inh	S2 tox	A549 viability
> Cc1oc(-c2ccccc2F)nc1CS(=O)CC(=O)NCc1ccccc1 (configuration not stated)
    ?	-0.4%	-10%	-7%	1%	-1%	1%	i	-2%
> Cc1ccccc1-c1nc(CS(=O)(=O)CC(=O)NCc2ccco2)c(C)o1
    -3%	0.6%	-5%	-12%	-5%	0%	7%	i	3%
> Cc1ccc(NC(=O)CCn2cccc2)cc1Cl
    10%	-0.5%	14%	-16%	0%	4%	3%	i	-4%
> ON1C2CCCCC2N(O)C1c1c(F)c(F)c(F)c(F)c1F (configuration not stated)
    8%	?	-13%	-3%	8%	8%	6%	i	-5%
> c1ccc(CSc2ncnc3c2cnn3Cc2ccccc2)cc1
    ?	0.2%	-34%	-12%	-1%	330%[0.0737 µM]	2%	i	8%
> CC(C)C[C@H]1CN([C@@H](Cc2ccccc2)CN2CCC[C@@H]2CN2C(=O)C(=O)NC[C@@H]2Cc2ccc(O)cc2)C(=O)C(=O)N1CCc1ccccc1
    /	5.4%	1%	?	9%	/	-4%	?	/
> Cc1ccccc1NC(=O)C1C2CCCC1C2c1ccccc1 (configuration not stated)
    -10%	0.2%	-17%	1%	-7%	18%	1%	i	-7%
> CC(C)c1ccc(S(=O)(=O)N2CCN(C(=O)c3cccc(F)c3)CC2)cc1
    /	0.5%	-5%	0%	6%	8%	-22%	i	-4%
> Cc1csc(NC(=O)CSc2nnc(-c3ccccn3)n2-c2ccc(C)c(C)c2)n1
    1%	2.4%	-2%	0%	9%	9%	-10%	i	-3%
> Cc1ccc2c(c1)c1c3n2CCN(C(=O)Cn2c(-c4ccccc4)noc2=O)C3CCC1 (configuration not stated)
    -9%	0.4%	-11%	-11%	3%	-2%	-7%	i	-2%
> CCC(c1nnnn1CCOC)N1CCN(c2nc3ccccc3s2)CC1 (configuration not stated)
    -23%	-0.4%	-23%	?	9%	0%	7%	i	1%
> CCOC(=O)N1CCN(C(=O)c2cccc(S(=O)(=O)Nc3ccc(F)cc3)c2)CC1
    -24%	-0.5%	-2%	3%	-3%	3%	13%	i	-4%
> CCN(C)C1CN(Cc2cn(CCCC(=O)OC)nn2)S(=O)(=O)C1 (configuration not stated)
    /	-0.7%	/	/	5%	/	17%	i	/
> O=C1CSC(c2ccccc2[N+](=O)[O-])N1c1ccccc1 (configuration not stated)
    -2%	0.3%	4%	-26%	-3%	2%[9.22 µM]	1%	i	-3%

A portion of the library, so the mix of outcomes need not match the whole.
